LMPTP inh: LMPTP phosphatase inhibitors, primary screen, biochemical, fluorescence intensity, uHTS | Low molecular weight phosphotyrosine protein phosphatase (Homo sapiens), P24666 | recombinant LMPTP-A, OMFP fluorogenic substrate | inhibition, % at 20 µM | 360,000 compounds, 0.22% hits | AID 651560, 2012;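 active = compounds that cut the enzyme signal by at least half of the control window in the single-dose screen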;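 also: plate controls were DMSO wells with enzyme plus substrate for no effect and substrate without enzyme for full effect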
Target sequence (P24666 whole entry, looked up): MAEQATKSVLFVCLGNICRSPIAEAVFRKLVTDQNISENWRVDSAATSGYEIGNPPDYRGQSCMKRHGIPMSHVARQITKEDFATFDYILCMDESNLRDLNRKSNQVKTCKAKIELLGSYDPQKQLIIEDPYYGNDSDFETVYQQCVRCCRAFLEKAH
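Assay system: LMPTP-A, protein tyrosine phosphatase of low molecular weight / Medium: pH 6.0 Bis-Tris buffer with DTT and Triton X-100 / Schedule: 50 min enzyme reaction at room temperature, protected from light / Measured by: endpoint fluorescence intensity from OMFP dephosphorylation / Read-out basis: % inhibition relative to no-enzyme and uninhibited control wells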
DNMT1 inh: human DNMT1 methyltransferase inhibitors, primary screen, biochemical, molecular beacon, fluorescence, HinP1I cleavage, uHTS. DNA (cytosine-5)-methyltransferase 1 (Homo sapiens), P26358. inhibition (reported as % activation of signal), % at 10 µM. 360,000 compounds, 0.83% hits. AID 588458, 2011; in the data active = inhibition above about 50%
SUMO1 PPI mod: modulators of SUMO1 protein-protein interactions, primary screen, biochemical, uHTS; 360,000 compounds, 0.33% hits; SUMO1 binding to a labelled peptide, TR-FRET, 1 h; AID 602429, 2012; inhibition, % at 20 µM; in the data active = inhibition above about 37%
Target sequence (P63165 whole entry, looked up): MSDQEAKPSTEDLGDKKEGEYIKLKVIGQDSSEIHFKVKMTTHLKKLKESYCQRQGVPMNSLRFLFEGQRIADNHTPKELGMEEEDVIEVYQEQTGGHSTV
MsrA inhibitor: bovine MsrA enzyme inhibitors, primary screen, biochemical, absorbance, HTS | Methionine sulfoxide reductase A (Bos taurus) | purified bovine MsrA, absorbance read-out | inhibition, % at 15.5 µM | 360,000 compounds, 0.75% hits | AID 651718, 2012; in the data active = inhibition above about 4.5%;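 also: 0% = vehicle wells with enzyme and 100% = reference inhibitor wells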
STEP block: STEP phosphatase inhibitors, primary screen, biochemical, fluorescence intensity, uHTS | recombinant STEP, OMFP fluorogenic substrate | inhibition, % at 20 µM | 360,000 compounds, 0.25% hits | AID 588621, 2011;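 active = inhibition at 20 µM, scaled per plate between control wells, above about 37%, limit read from the data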;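 also: 0% = DMSO with enzyme and substrate and 100% = substrate only without enzyme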
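Assay system: isolated STEP enzyme. Buffer or medium: pH 6.0 Bis-Tris with DTT and Tween 20. Also added: fluorogenic phosphatase substrate OMFP at 25 µM final. Dosing: 20 µM, 1% DMSO. Timing: 20 min reaction, room temperature, in the dark. Measured by: fluorescence intensity, excitation 480 nm, emission 540 nm. Evaluation: normalized % inhibition.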
Scp1 inh: Scp-1 phosphatase inhibitors, primary screen, biochemical, colorimetric, uHTS; 340,000 compounds, 0.88% hits; Recombinant Scp1, phosphopeptide, malachite green phosphate absorbance; Carboxy-terminal domain RNA polymerase II polypeptide A small phosphatase 1 (Homo …; AID 493091, 2011; inhibition, % at 20 µM;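 active = inhibition above about 50% at 20 µM, limit read from the data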;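 also: plate controls were DMSO wells with enzyme for no effect and wells lacking enzyme for full effect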
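Material: truncated SCP-1 phosphatase (76-261aa) / Buffer or medium: 50 mM Tris acetate pH 5.5, 0.005% Tween-20, 10 mM MgCl2 / Compound dosing: one concentration, 20 µM, with 1.0% DMSO / Incubation: 45 min room-temperature reaction, 5 min colour, 30 min stabiliser / Detection: colorimetric free-phosphate detection, absorbance 630 nm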
TbMetRS inhib: T. brucei MetRS inhibitors, primary screen, biochemical, luminescence; methionyl-tRNA synthetase (Trypanosoma brucei brucei); purified T. brucei MetRS, ATP depletion, Kinase-Glo luminescence; inhibition, % at 11.9 µM; 360,000 compounds, 0.4% hits; AID 624268, 2012;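 active = inhibition above a per-plate cutoff of the control wells' mean inhibition plus 3 SD, cut at about 5.5% in these data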;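 also: 0% = DMSO wells median and 100% = median of wells with control inhibitor compound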
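Test system: purified T. brucei MetRS enzyme. Also added: ATP, methionine and E. coli bulk tRNA substrates. Compound: 11.9 µM single point. Schedule: 15 min enzyme-compound preincubation, 2 h reaction, 10 min detection, 25 °C. Signal: luciferase luminescence of residual ATP, Kinase-Glo. Evaluation: percent inhibition versus plate control medians. Controls: DMSO wells, low control.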
NadD inh: inhibitors of S. aureus NadD, primary screen, biochemical, colorimetric, uHTS. 360,000 compounds, 0.78% hits. purified NadD enzyme, colorimetric absorbance read-out. inhibition, % at 20 µM. Nicotinate-nucleotide adenylyltransferase NadD (Staphylococcus aureus N315); in the data active = inhibition above about 26%; also: some compounds past the cut are filed as inactive
CSN deneddyl inh: inhibitors of CSN-mediated cullin deneddylation, primary screen, biochemical, fluorescence polarization, uHTS; COP9 signalosome complex subunit 5 (Homo sapiens), Q92905; Purified CSN, SCF-Nedd8-OG deneddylation; inhibition, % at 12.5 µM; 360,000 compounds, 0.38% hits; AID 651999, 2013;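 active = pattern-corrected inhibition above about 35%, with an unprinted fluorescence ratio check between 0.5 and 1.5, limit read from the data, passing the limit was not always enough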;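 also: 0% = enzyme with substrate and 100% = substrate without enzyme; some results filed as inactive read as strong as hits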
Target sequence (Q92905 whole entry, looked up, one chain of several): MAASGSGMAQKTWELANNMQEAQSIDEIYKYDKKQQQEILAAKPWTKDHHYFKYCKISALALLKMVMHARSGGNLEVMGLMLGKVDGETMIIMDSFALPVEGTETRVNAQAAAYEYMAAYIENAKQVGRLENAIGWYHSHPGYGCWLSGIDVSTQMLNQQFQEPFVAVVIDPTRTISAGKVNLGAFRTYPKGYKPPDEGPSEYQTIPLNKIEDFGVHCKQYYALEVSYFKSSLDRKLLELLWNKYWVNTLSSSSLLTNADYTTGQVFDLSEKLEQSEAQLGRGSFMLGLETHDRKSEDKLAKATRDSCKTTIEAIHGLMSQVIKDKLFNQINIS
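test system = HEK293T-derived human Csn5 enzyme | amount = 0.24 nM Csn5 enzyme, final concentration | medium = Tris/NaCl/DTT buffer, pH 7.5 | schedule = 90 min reaction at room temperature | signal = FP | evaluation = inhibition of Csn5 cleavage, % | compound dosing = single dose of 12.5 µM compound with 0.25% DMSO | probe or stimulus = 10 nM SCFSkp2-Nedd8OG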
Rpn11 inh: Rpn11 (PSMD14) deubiquitinase inhibitors, primary screen, biochemical, fluorescence polarization, uHTS; human 26S proteasome, Ub4-pepOG fluorescence polarization; 20S core pre-blocked with epoxomicin; 360,000 compounds, 0.59% hits; calls only at 20 µM; AID 588493, 2011; 26S proteasome non-ATPase regulatory subunit 14 (Homo sapiens), O00487;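 active = inhibition at 20 µM, scaled to each plate's controls, above about 33%, limit read from the data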
Target sequence (O00487 whole entry, looked up): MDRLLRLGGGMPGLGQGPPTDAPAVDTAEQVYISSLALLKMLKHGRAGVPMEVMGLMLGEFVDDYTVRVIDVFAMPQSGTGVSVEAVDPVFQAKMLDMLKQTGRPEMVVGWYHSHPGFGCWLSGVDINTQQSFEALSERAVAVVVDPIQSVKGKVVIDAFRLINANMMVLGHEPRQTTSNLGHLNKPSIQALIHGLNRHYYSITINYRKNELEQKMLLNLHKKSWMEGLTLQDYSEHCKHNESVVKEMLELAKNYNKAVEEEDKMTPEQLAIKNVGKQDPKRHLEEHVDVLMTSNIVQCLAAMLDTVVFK
* hit, by the source's call; i = inactive; x = not tested or not shown.

Assay codes – A = LMPTP inh; B = DNMT1 inh; C = SUMO1 PPI mod; D = MsrA inhibitor; E = STEP block; F = Scp1 inh; G = TbMetRS inhib; H = NadD inh; I = CSN deneddyl inh; J = Rpn11 inh
COc1ccc(CCNC(=O)c2sc3ccccc3c2Cl)cc1OC
  A: 2.2; B: -5; C: 0; D: 0.2; E: 1; F: -11; G: 0.2; H: -9; I: -14; J: i
CCc1nc2ccccc2n1Cc1ccccc1F
  A: 2.8; B: -2; C: 2; D: 0.3; E: 1; F: 4; G: -0.3; H: 7; I: -2; J: i
CCOC(=O)c1cc2c(=O)n3cccc(C)c3nc2n(CCCOC)c1=NC(=O)c1cccnc1
  A: -1.2; B: 3; C: -20; D: 1.3; E: -2; F: 2; G: -0.1; H: 1; I: 3; J: i
CC(C)c1ccc(S(=O)(=O)c2n[nH]n3c2nc(=O)c2ccccc23)cc1
  A: 0.1; B: 0; C: 22; D: -0.8; E: 2; F: -14; G: -0.3; H: 17; I: 6; J: i
NC(=O)c1ccsc1NC(=O)c1ccc(S(=O)(=O)N2CCCC2)cc1
  A: 2.7; B: -4; C: 7; D: 1.5; E: 0; F: -3; G: -0.2; H: -3; I: 6; J: i
Cc1cc(Br)cc(C)c1NC(=O)c1ccc(C#N)cc1F
  A: -0.7; B: 0; C: 1; D: 0.4; E: -2; F: -9; G: -0.1; H: -1; I: -8; J: i
CC(=O)N1CCN(c2ccc(Nc3nc(C)nc4c3oc3ccccc34)cc2)CC1
  A: -0.2; B: 0; C: 8; D: 2.4; E: 2; F: 0; G: 0.0; H: -3; I: 5; J: i
COc1cccc(Nc2nnc(SCC(=O)Nc3sccc3C(N)=O)s2)c1
  A: 7.0; B: -6; C: 16; D: 1.8; E: 2; F: 3; G: -0.5; H: -3; I: 4; J: i
COc1ccccc1CN1CCc2c([nH]c3ccccc23)C1
  A: -1.5; B: 0; C: -10; D: -0.3; E: 2; F: -5; G: 16*; H: -9; I: 1; J: i
O=C(OCC(=O)N1CCN(C(=O)c2ccco2)CC1)c1sc2cc(F)ccc2c1Cl
  A: -1.4; B: 2; C: -16; D: 0.1; E: 4; F: 1; G: -0.9; H: 2; I: 0; J: i
Cc1ccc(S(=O)(=O)Cc2c(C)noc2C)cc1
  A: -0.6; B: 1; C: -1; D: 0.2; E: 12; F: 0; G: -0.3; H: -4; I: 3; J: i
Cc1ccc(S(=O)(=O)N2CCOCC2)cc1NC(=O)CSc1nccn1C
  A: -0.2; B: 3; C: -2; D: -0.8; E: 1; F: -4; G: 0.1; H: -2; I: -2; J: i
CN1N=C(C(=O)N2CCN(c3ccc([N+](=O)[O-])cc3)CC2)CCC1=O
  A: -1.3; B: 2; C: -21; D: 0.5; E: -2; F: -8; G: 0.3; H: -8; I: -3; J: i
Cc1cc(OCC(=O)Nc2nnc(C3CC3)s2)ccc1[N+](=O)[O-]
  A: -0.9; B: 0; C: -1; D: -0.4; E: 0; F: -7; G: -1.1; H: 2; I: -4; J: i
CCCOc1ccc(/C=N/NC(=O)c2nnn(-c3nonc3N)c2-c2cccs2)cc1OC
  A: 3.0; B: -1; C: -11; D: 3.0; E: 0; F: -5; G: -0.1; H: 13; I: 1; J: i
Cc1cccc(-c2cc3nc(-c4ccccc4)cc(N4CCC5(CC4)OCCO5)n3n2)c1
  A: 3.3; B: -10; C: -3; D: 0.8; E: 3; F: 13; G: -0.3; H: 14; I: -5; J: i
FC(F)(F)c1cccc(N2CCN(C(=S)NC3CCCCC3)CC2)c1
  A: 3.5; B: -4; C: 4; D: -0.4; E: 3; F: -4; G: -0.2; H: 0; I: 2; J: i
COc1cccc(-c2c[nH]c(=O)[nH]c2=O)c1
  A: -0.8; B: 0; C: 2; D: 0.1; E: 1; F: 1; G: -0.2; H: -8; I: -15; J: i
Cc1cc(NS(=O)(=O)c2ccc(CC(C)C)cc2)no1
  A: -1.0; B: 1; C: 2; D: 0.0; E: 0; F: -1; G: -0.3; H: 0; I: -5; J: i
O=C(NCC1(N2CCCCC2)CCCCC1)c1ccc(NS(=O)(=O)c2ccc(F)cc2)cc1
  A: 0.2; B: 0; C: 2; D: 0.4; E: 3; F: -2; G: 0.0; H: -5; I: 6; J: i
COc1ccc(CN(C)C(=O)c2ccc(NS(=O)(=O)c3ccc(F)cc3)cc2)c(OC)c1OC
  A: 1.1; B: -1; C: 2; D: -0.2; E: -1; F: -5; G: -0.1; H: -8; I: -1; J: i
O=C1N=C(N2CCCCC2)SC1=C1CCCC1
  A: -1.1; B: 6; C: -2; D: 0.3; E: -7; F: 12; G: -1.0; H: -4; I: 1; J: i
CCC(NS(=O)(=O)c1cn(C)nc1C)c1ccccc1 (centres undefined)
  A: -0.5; B: 1; C: 3; D: -0.3; E: 3; F: -7; G: -0.1; H: 4; I: -4; J: i
COc1ccc(CNc2ncc(-c3ccccc3)n2C)c(OC)c1OC
  A: -0.4; B: -5; C: 5; D: 0.5; E: -3; F: -2; G: -0.1; H: -3; I: -1; J: i
O=C(CSc1nc2ccccc2o1)N1c2ccccc2Sc2ccccc21
  A: 3.3; B: -13; C: 1; D: -0.4; E: 0; F: -57; G: 0.1; H: -6; I: 1; J: i
COc1cc(NS(=O)(=O)c2ccc(F)cc2)c(C(=O)O)cc1OC
  A: 0.0; B: 1; C: -2; D: -0.9; E: 1; F: -4; G: -0.1; H: 5; I: 0; J: i
CC(=O)Nc1ccc(NC(=O)CN(c2ccc([N+](=O)[O-])cc2)S(=O)(=O)c2ccccc2)cc1
  A: 0.4; B: 1; C: -17; D: 1.5; E: 0; F: -13; G: 0.1; H: -11; I: -1; J: i
CCOC(=O)c1c(-c2ccccc2)oc2ccc(OC)cc12
  A: 3.1; B: -9; C: -3; D: 2.1; E: 2; F: -14; G: -0.5; H: -2; I: 2; J: i
Cc1ccc(C(CNC(=O)Nc2ccccc2)N2CCN(C)CC2)cc1 (centres undefined)
  A: -1.7; B: -1; C: -2; D: 1.8; E: 1; F: -5; G: -0.1; H: -5; I: -2; J: i
Cc1c(CCC(=O)O)c(=O)n2c([nH]c3ccccc32)c1C#N
  A: -1.3; B: 0; C: 9; D: 2.4; E: -1; F: -4; G: 0.8; H: -1; I: 11; J: i
CCCCCOc1ccc(N2C(=O)C3C4C=CC(C3C2=O)N(C)C4=O)cc1 (centres undefined)
  A: -1.6; B: 16; C: 0; D: 0.9; E: 3; F: -3; G: -1.2; H: -4; I: -3; J: i
Cc1cccc(C)c1NC(=O)CCCSc1nnc(-c2ccc(Cl)cc2)n1-c1ccccc1
  A: 1.9; B: 4; C: 1; D: -0.1; E: 0; F: 7; G: -1.0; H: 4; I: -3; J: i
COc1ccc([C@@H]2[C@H]3CN(C(C)=O)CC=C3C(C#N)=C(N)C2(C#N)C#N)c2ccccc12
  A: -1.1; B: -9; C: -10; D: -0.4; E: -2; F: -4; G: 0.0; H: 4; I: 1; J: i
CC(=O)CC(C)(C)Nc1nc2cc([N+](=O)[O-])ccc2o1
  A: -0.8; B: 0; C: -21; D: 2.1; E: -1; F: -11; G: 0.1; H: 1; I: -3; J: i
COc1ccc(C)cc1S(=O)(=O)N(C)CC(=O)Nc1ccccc1
  A: -0.2; B: 1; C: 3; D: 0.3; E: -1; F: -11; G: 0.0; H: -1; I: 4; J: i
Cc1csc(NC(=O)CSc2nnc(Cc3cccn3C)n2CCc2ccccc2)n1
  A: 0.6; B: -2; C: 6; D: 0.3; E: 0; F: -12; G: -1.1; H: 4; I: 0; J: i
O=C(c1cc2ccccc2oc1=O)N1CCN(c2ccc(N3CCOCC3)nn2)CC1
  A: 0.1; B: 3; C: -11; D: 0.5; E: 2; F: -6; G: -0.1; H: 1; I: -1; J: i
CC(C)CC(=O)Nc1cccc2c1C(=O)N(c1ccccc1)C2=O
  A: 0.9; B: 1; C: -18; D: -0.5; E: 2; F: -10; G: -0.1; H: -5; I: -3; J: i
O=C(CCNC(=O)C1CCN(S(=O)(=O)c2ccc(F)cc2)CC1)NCc1ccccc1Cl
  A: -0.3; B: -1; C: 0; D: -0.5; E: -2; F: -2; G: -0.2; H: 0; I: -6; J: i
COc1ccc(CC(=O)N(C)CC(=O)Nc2c(C)cccc2C)cc1S(=O)(=O)N1CCOCC1
  A: -9.1; B: -2; C: -44; D: 0.2; E: 0; F: 0; G: -0.4; H: -2; I: 3; J: i
O=C(N[C@H]1CC[C@H](CCNC(=O)C2CC2)O[C@@H]1CO)c1ccccn1
  A: -0.5; B: x; C: -2; D: 1.4; E: x; F: x; G: -0.7; H: x; I: -8; J: x
CCOc1ccc(C(=O)NN2C(=S)NC(C)(C)C=C2C)cc1
  A: -1.7; B: 2; C: -2; D: 1.3; E: -2; F: 3; G: -0.2; H: -5; I: 4; J: i

Complete entries, looked up by structure. Screens in order: LMPTP inh | DNMT1 inh | SUMO1 PPI mod | MsrA inhibitor | STEP block | Scp1 inh | TbMetRS inhib | NadD inh | CSN deneddyl inh | Rpn11 inh
Record of COc1ccc([C@@H]2[C@H]3CN(C(C)=O)CC=C3C(C#N)=C(N)C2(C#N)C#N)c2ccccc12 : -1.1 | -9 | -10 | -0.4 | -2 | -4 | 0.0 | 4 | 1 | i
Record of CC(=O)CC(C)(C)Nc1nc2cc([N+](=O)[O-])ccc2o1 : -0.8 | 0 | -21 | 2.1 | -1 | -11 | 0.1 | 1 | -3 | i
Record of O=C(CCNC(=O)C1CCN(S(=O)(=O)c2ccc(F)cc2)CC1)NCc1ccccc1Cl : -0.3 | -1 | 0 | -0.5 | -2 | -2 | -0.2 | 0 | -6 | i

Source: PubChem (several laboratories)
